High-throughput results from PubChem BioAssay.
PI5P4K alpha inh: blocks human PI5P4K alpha kinase activity; AID 652105; P48426; PI5P4Kalpha enzyme, ADP-Glo luminescence, 60 min; stronger effect = lower value; max response, %; hit rate 1.2% among 330,000; active = max response of -50% or lower; inconclusive = between -30% and -50%; inactive = -30% or higher; also: value at the top dose of about 77 µM; % is scaled to controls: 0 for no effect and ±100 for the full control effect
Target sequence (P48426 whole entry, looked up): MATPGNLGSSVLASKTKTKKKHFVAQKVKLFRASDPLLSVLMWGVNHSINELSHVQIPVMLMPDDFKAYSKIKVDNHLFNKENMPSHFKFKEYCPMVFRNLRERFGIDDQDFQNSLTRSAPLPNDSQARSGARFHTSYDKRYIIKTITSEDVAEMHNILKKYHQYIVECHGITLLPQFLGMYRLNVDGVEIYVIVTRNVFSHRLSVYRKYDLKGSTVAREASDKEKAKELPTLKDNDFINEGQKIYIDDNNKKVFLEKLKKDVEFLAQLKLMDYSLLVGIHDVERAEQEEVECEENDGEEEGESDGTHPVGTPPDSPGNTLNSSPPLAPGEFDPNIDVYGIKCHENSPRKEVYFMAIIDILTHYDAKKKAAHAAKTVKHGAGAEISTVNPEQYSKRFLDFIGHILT
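Reactions run in 0.038 M HEPES pH 7.4, 0.28 mM EGTA, 0.1% CHAPS and 5% DMSO, with PI5P4Kalpha, substrate, compound and 5 microM ATP final, one hour at room temperature. Readout is ADP-Glo luminescence.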
PLK1 PBD inh: inhibitors of human PLK1 polo-box domain binding; Plk1 PBD binding of FITC phosphopeptide, fluorescence polarization; Potency, µM, for the others: max response, negative = inhibition, actives largely listed as inhibitors; hit rate 2.8% among 360,000; AID 720504; also: potency is read from the fitted curve at half-maximal effect; series mostly up to about 57 µM; % is scaled to controls: 0 for no effect and ±100 for the full control effect; nearly all actives have a fitted effect of over 65% in size
Target sequence (P53350 whole entry, looked up, the tested form may be a part): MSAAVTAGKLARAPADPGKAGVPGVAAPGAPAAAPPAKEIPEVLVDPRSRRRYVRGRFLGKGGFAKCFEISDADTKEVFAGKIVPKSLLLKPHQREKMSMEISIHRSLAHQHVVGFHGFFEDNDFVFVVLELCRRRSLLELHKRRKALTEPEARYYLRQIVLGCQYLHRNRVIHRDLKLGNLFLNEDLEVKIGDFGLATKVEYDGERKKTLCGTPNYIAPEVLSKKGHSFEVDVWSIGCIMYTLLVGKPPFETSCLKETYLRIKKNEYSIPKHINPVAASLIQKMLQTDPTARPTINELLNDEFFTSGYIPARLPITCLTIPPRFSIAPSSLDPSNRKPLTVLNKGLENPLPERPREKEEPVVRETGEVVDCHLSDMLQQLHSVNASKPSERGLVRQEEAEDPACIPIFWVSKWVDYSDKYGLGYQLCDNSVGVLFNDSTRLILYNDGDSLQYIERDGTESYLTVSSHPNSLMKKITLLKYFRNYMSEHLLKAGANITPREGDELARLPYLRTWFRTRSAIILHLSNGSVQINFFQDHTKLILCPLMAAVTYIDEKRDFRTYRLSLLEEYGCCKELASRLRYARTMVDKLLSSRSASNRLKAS
aSyn yeast inh: inhibitors of alpha-synuclein toxicity in yeast; Yeast expressing alpha-synuclein, growth rescue, BacTiter-Glo, 24 h; AID 652106; hit rate 0.14% among 370,000; Potency, µM (series often up to 46.1 µM), for inactives: at the top dose growth rescue (activation), hits mostly activators; also: potency is read from the fitted curve at half-maximal effect; % of control where 0% means no effect; nearly all actives have a fitted effect of over 65% in size
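Screening used galactose-induced yeast with toxic alpha-synuclein levels, exposed to compound for 24 hr at 30 deg C. Cell growth, read with BacTiter-Glo luminescence, gave the measured signal.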
WRN helicase inh: blocks human WRN helicase; Q14191; WRN helicase unwinding, fluorescent forked duplex, kinetic; Potency, µM (titrated, usually from 114 µM), for inactives: top-dose activity change, negative = inhibition, hits mostly inhibitors; hit rate 0.46% among 360,000; AID 651768; also: potency is read from the fitted curve at half-maximal effect; % is scaled to controls: 0 for no effect and ±100 for the full control effect; nearly all actives have a fitted effect of over 55% in size
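Fluorescence dequenching readout, ex 525 nm/em 598 nm, kinetic mode: forked duplex DNA (100 nM final) with adjacent fluorophore and quencher unwound by WRN (20 nM final) with 2 mM ATP. Compound preincubation 15 min, room temperature.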
Abeta rescue: restores growth of yeast expressing A-beta42 peptide | hit rate 0.063% among 410,000 | Potency, µM (series often up to 46.1 µM), inactives show at the top dose growth rescue, actives largely listed as activators | AID 1347071 | yeast expressing A-beta42, growth rescue, OD600, 48 h; response scale: 0% DMSO, 100% iron-clioquinol control; also: potency is read from the fitted curve at half-maximal effect; nearly all actives have a fitted effect of over 55% in size
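Yeast growth medium received pinned compounds, then yeast cells expressing toxic A-beta were added; plates incubated at 30 C for 48 hr. Growth read as absorbance at 600 nm, normalized to DMSO and equimolar FeCl3 plus clioquinol controls.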
IL2 activator: activators of IL-2; IL-2 activation reporter assay, cell-based qHTS; stimulated with anti-CD3/CD4/CD28 beads; in transgenic mouse T cells; activation, % (series mostly up to about 46 µM); hit rate 0.065% among 360,000; in the data active = activation above about 50%; inconclusive = mostly about 30% to 49%; also: 0% is about no effect
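Readout: EGFP and DsRed signals by fluorescent plate cytometry. Unstimulated transgenic mouse T cells received compound 60 min before antibody-bead stimulation, then incubated 18 h at 37 degrees C.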
FUS yeast rescue: rescues growth of FUS-expressing yeast; S. cerevisiae FUS-expressing, growth rescue, OD600, 24 h; Potency, µM (series often up to 76.6 µM), for inactives: at the top dose growth rescue (activation), usual class: activators; hit rate 0.24% among 390,000; AID 1347120;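 also: potency is read from the fitted curve at half-maximal effect; plate controls were DMSO vehicle for no effect and reference control for full effect; nearly all actives have a fitted effect of over 55% in size; some results filed as inactive show a strong effect at the top dose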
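Read-out: OD at 600 nm after 24hr at 30C, reporting rescue of FUS-induced yeast toxicity. Cells at OD 0.005 in galactose (2%) minimal medium; compounds tested in a dilution series; CP55940 titration from 92uM final as control.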
EPAC1 ag: agonists of human EPAC1 | hit rate 0.073% among 360,000 | AID 720707 | O95398 | Potency, µM (doses to about 154 µM), for the others: at the highest dose activation, most hits filed as activators | EPAC1 agonist qHTS, biochemical assay; response scale: 100% = response to 6.5 mM cAMP; also: potency is read from the fitted curve at half-maximal effect; nearly all actives have a fitted effect of over 60% in size
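Normalized to 6.5 mM cAMP, activity reflects EPAC1-catalysed release of BODIPY-GDP from Rap1B, followed kinetically over 30 min at 480 nm excitation, 540 nm emission. Reaction contained 100 nM EPAC1, 250 nM Rap1B-BODIPY-GDP, 50 uM GDP.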
EPAC1 antagonist: blocks human EPAC1 exchange factor; O95398; EPAC1 GEF assay, Rap1b-BODIPY-GDP exchange fluorescence; Potency, µM (titrated, usually from 115 µM), for inactives: at the top dose activity change, negative = inhibition, most hits filed as inhibitors; hit rate 0.14% among 360,000;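 also: potency is read from the fitted curve at half-maximal effect; plate controls were vehicle for no effect and positive control for full effect; nearly all actives have a fitted effect of over 50% in size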
Active calls of the source: *; ? = inconclusive; / = no result given; [ ] = another dose, or the depositor's remark. Unless noted, calls follow the shape of the dose curve; as a rule, active = well fitted curve in the direction sought with a large enough effect; inconclusive = small, poorly fitted or top-dose-only effect, or another doubt; inactive = no such curve, though single readings can be large; an effect the other way counts as inactive or inconclusive.

SMILES | PI5P4K alpha inh | PLK1 PBD inh | aSyn yeast inh | WRN helicase inh | Abeta rescue | IL2 activator | FUS yeast rescue | EPAC1 ag | EPAC1 antagonist
O=c1c2cn[nH]c2nc(SCc2cc(=O)n3cc(Br)ccc3n2)n1-c1ccc(Br)cc1 | / | 21.2µM* | 0.6% | 1.9% | -5.1% | -5.2 | ? | 7.5% | -10.0%
CC1CCc2c(sc(NC(=O)CSc3ncnc4c3cnn4-c3ccccc3Cl)c2C#N)C1 (configuration not stated) | 0.9 | -2.3% | -4.7% | 10.5% | 1.8% | 0.8 | 6.9% | 6.3% | 18.8%
CC(Cn1cncn1)C(=O)N1CCN(S(=O)(=O)c2ccc(Cl)cc2)CC1 (configuration not stated) | 5.1 | 2.2% | 0.5% | -3.9%[57.1 µM] | -13.7% | -0.5 | -26.8% | 2.7% | -1.7%
CN(C)S(=O)(=O)c1cc(NC(=O)CSc2nn(-c3ccc(Cl)cc3)c(=S)s2)ccc1Cl | 10.3 | 3.0% | 2.9% | -20.5%[57.1 µM] | 1.1% | -0.1 | 27.6% | 24.1% | 11.6%
Cc1ccc(NC(=O)CSc2ncn[nH]2)cc1S(=O)(=O)N1CCOCC1 | -1.3 | -9.9% | -1.0% | 0.6%[57.1 µM] | -8.0% | -2.2 | 20.1% | -2.6% | -28.1%
Nc1nc(N)nc(-c2cc(F)ccc2O)n1 | -21.7 | -5.9% | 13.2% | -7.0% | 3.4% | -0.7 | 1.2% | -5.0% | ?
COc1ccccc1CNC(=O)c1ccc2c(=O)n3c(nc2c1)CCCCC3 | 0.2 | -13.0% | 2.3% | 1.4% | 8.2% | -0.8 | 7.0% | 0.3% | 2.1%
CC(C)C1Cc2[nH][nH]c(=O)c2C(C2CC2)O1 (configuration not stated) | 7.0 | ? | 1.2% | -3.4% | 6.3% | -0.4 | -12.4% | -5.7% | 15.8%
O=C(COC(=O)c1ccc(F)cc1Cl)NC1CCS(=O)(=O)C1 (configuration not stated) | -6.6 | -0.7% | 0.2% | 6.3% | -17.7% | 0.9 | -5.1% | -1.4% | -22.5%
O=C(c1ccc(-n2cccn2)cc1)N1CCc2ccccc2C1 | -0.4 | -11.0% | 3.9% | 3.0% | -9.6% | 1.2 | 24.8% | 8.4% | -4.5%
CC(C)C(=O)OCC(=O)Nc1ccc(N=Nc2ccccc2)cc1 | -1.6 | 0.6% | 4.5% | -16.3% | -8.5% | 0.1 | / | 4.8% | -16.1%
C=CCSc1nnc(NC(=O)CCNC(=O)c2ccccc2Cl)s1 | -19.8 | -8.7% | -7.7% | 2.8% | -2.8% | 0.1 | -36.1% | 4.5% | -3.5%
COCCC(=O)N1CCOCC1c1cc(C(=O)Nc2ccccc2)no1 (configuration not stated) | 1.6 | 4.0% | 2.2% | 4.5% | -10.0% | 0.8 | -12.9% | 1.2% | 3.6%
Cc1cc(OC(=O)c2ccccc2F)c([N+](=O)[O-])c(=O)[nH]1 | -4.7 | 4.2% | -5.7% | 4.8% | -6.3% | 1.3 | -26.3% | -10.9% | -2.2%
Cc1ccc(CN2CCN(CCCc3ccccc3)CC2CCO)cc1 (configuration not stated) | 0.2 | -4.1% | 4.9% | -6.6% | 13.6% | -0.6 | 1.7% | 8.2% | 7.5%
Cc1c(-c2n[nH]c(=S)n2-c2ccc(C(F)(F)F)cc2)nnn1-c1ccccc1 | 3.3 | -12.7% | 1.5% | -8.2% | 1.2% | 0.3 | / | 1.2% | 5.7%
CNc1ccccc1C(C)(C)c1cc(-c2cc(C)cc(C)c2)no1 | 21.7 | -2.5% | -9.3% | -29.5% | ? | 0.1 | 4.9% | 12.5% | -11.5%
O=C(O)/C=C/C(=O)N(Cc1ccccc1)Cc1ccco1 | 0.0 | -7.9% | -1.7% | 0.7%[57.1 µM] | 0.0% | 11.6 | -1.9% | 3.5% | 13.4%
COc1ccc(C(=O)Nc2ccc(C)cn2)cc1S(=O)(=O)N1CCCc2ccccc21 | 8.4 | -6.8% | -0.7% | -9.8% | -4.1% | -0.8 | 41.6% | 5.9% | 0.1%
Cc1ccccc1C(=O)c1cccn1CC(=O)NCc1ccc2c(c1)OCO2 | -2.1 | 2.4% | 6.8% | -3.7% | 18.6% | 0.5 | 1.4% | -8.2% | 2.4%
O=C(C(=Cc1ccc(F)cc1)C(=O)c1ccccc1)c1ccccc1 | 6.7 | -21.1% | ? | -0.9%[57.1 µM] | -60.2%[inhibitor] | -1.0 | 33.8% | 10.0% | -21.5%
COc1ccc(OC)c(CN2CCN(C(=O)c3cccs3)CC2)c1 | -1.2 | -4.0% | -0.6% | 9.5% | -5.6% | -1.7 | 16.4% | 3.3% | -4.8%
COc1cc(S(=O)(=O)N2CCN(Cc3cccs3)CC2)ccc1NC(C)=O | -7.1 | 3.5% | -5.8% | 2.6% | -2.8% | -1.6 | / | 11.0% | 9.5%
CCc1ccc(NC(=O)CSc2ccc(-c3cccnc3)nn2)cc1 | 6.8 | -18.3% | -2.6% | 6.0% | -5.3% | 0.9 | ? | 0.4% | ?
CC1(c2ccco2)NC(=O)NC1=O (configuration not stated) | -11.4 | 23.8µM* | -2.2% | 11.7% | -7.7% | -0.2 | -8.7% | -2.5% | -22.5%

Look-ups from above:
CN(C)S(=O)(=O)c1cc(NC(=O)CSc2nn(-c3ccc(Cl)cc3)c(=S)s2)ccc1Cl in PLK1 PBD inh → 3.0%
CC1(c2ccco2)NC(=O)NC1=O (configuration not stated) in aSyn yeast inh → -2.2%

Other records follow.
SMILES | PI5P4K alpha inh | PLK1 PBD inh | aSyn yeast inh | WRN helicase inh | Abeta rescue | IL2 activator | FUS yeast rescue | EPAC1 ag | EPAC1 antagonist
Cc1sc2nc(CSC(C)C(=O)NC3(C#N)CCCCC3)[nH]c(=O)c2c1C (configuration not stated) | 1.1 | ? | 10.2% | -18.3% | 0.7% | -1.2 | 17.2% | -9.6% | -6.5%
COc1ccc(C(=O)Nc2ccc(Cl)cn2)cc1Cl | / | -5.7% | -15.2% | -4.6% | -17.8% | 1.6 | -23.6% | 14.1% | -1.1%
CCOC(=O)c1nn(-c2ccccc2F)c2nc(-c3ccco3)c(C#N)c(=O)n12 | -3.5 | 9.6% | 0.0% | -16.2%[57.1 µM] | 6.3% | 1.2 | 6.3% | -3.8% | 24.7%
Cc1ccc(-n2cc(-c3ccccc3)c3c(N4CCOCC4)ncnc32)cc1 | 4.7 | -4.9% | 0.4% | -10.3% | -21.5% | -2.1 | 37.6% | 19.1% | -6.5%
COC(=O)[C@@]1(C)[C@H]2C(=O)N(Cc3ccccc3)C(=O)[C@H]2[C@H]2CN=C(SCC3CC3)N21 | -0.1 | 3.2% | 3.1% | 6.7% | 1.1% | -0.4 | -16.6% | -7.8% | -8.5%
COC1=C(C)C(O)=C(C(=O)/C=C/c2ccccc2)C(=O)C1(C)C | 2.6 | -2.8% | 0.2% | 2.1% | -36.7%[inhibitor] | 0.1 | 2.4% | -1.8% | 18.7%
COc1ccc2c(c1)OC[C@H]1[C@H]2N2C(=O)c3cc(Br)ccc3NC(=O)[C@@]2(C)[C@H]1c1ccccc1 | -1.9 | -6.7% | 22.1% | -8.1% | -74.8%[inhibitor] | 0.3 | ? | 12.5% | -4.6%
COc1ccccc1N1C(=O)C2C(C(=O)c3ccccc3)=NN(c3ccccc3)C2C1=O (configuration not stated) | 7.8 | -18.4% | 2.9% | -5.3% | 20.8% | 6.9 | 37.3% | ? | -16.8%
CC(C)(C)OC(=O)N1CCC(Cc2cc(-c3ccc(Cl)cc3)no2)(C(=O)O)CC1 | 9.2 | -23.6% | -56.5%[inhibitor] | 5.2% | -78.6%[inhibitor] | -2.3 | 33.6% | -6.4% | -9.1%
Cc1ccsc1/C=N/n1c(C2CCCCC2)n[nH]c1=S | -3.7 | ? | -12.0% | 5.2% | 5.9% | -1.9 | -15.6% | 1.6% | -20.6%
COC(=O)c1ccc(NC(=O)c2cccc(NC(=O)c3ccccc3)c2)cc1 | 2.9 | -1.0% | -3.7% | 15.0% | -21.6% | 0.1 | -13.4% | -15.2% | -10.2%
CC(C)(C)[C@H]1COC(=O)[C@H](NC(=O)OCC2c3ccccc3-c3ccccc32)C/C=C\C[C@@H](CC(=O)N[C@H](CO)Cc2ccccc2)C(=O)N1 | -2.3 | -12.7% | 0.3% | 6.7% | -4.3% | -0.5 | 16.5% | 3.8% | -23.3%
Cc1noc(C)c1COc1ccccc1C(=O)NNC(=O)c1ccccc1 | 9.3 | -5.4% | 3.7% | 4.9% | 9.9% | -1.5 | 6.4% | 7.1% | -3.5%
Cc1ccc(Oc2ccc(NC(=O)Cn3ccsc3=N)cc2)cc1 | 1.6 | -5.8% | -0.9% | -11.4% | -1.8% | -3.9 | / | 3.1% | 10.3%
Cc1ccccc1S(=O)(=O)/N=C(/Nc1nc2ccccc2s1)c1ccccc1 | -0.1 | ? | 2.3%[1.84 µM] | 1.6% | 17.8% | -0.6 | 6.1% | 1.4% | 16.0%
c1ccc(SCc2nc(-c3ccncc3)n[nH]2)nc1 | 1.6 | -19.9% | 10.3% | 4.7% | -14.0% | 0.6 | 10.7% | 4.7% | -4.4%
O=C(CSc1cc(Cl)ccc1Cl)NCC(=O)Nc1ccc(F)c(F)c1F | 15.6 | -0.4% | 3.7% | -8.7% | 6.0% | -1.9 | / | -2.8% | -0.5%
CCOc1ccc(-n2cc(C(=O)Nc3ccc(Cl)cn3)c3cc(OC)c(OC)cc3c2=O)cc1 | / | -5.0% | 7.5% | 4.5% | -6.7% | 1.9 | 30.4% | 2.1% | 5.6%
COc1ccc(NC(=O)NC2CCN(C(C)C)CC2)c(OC)c1 | / | -6.5% | -18.5% | -2.8% | 1.1% | -2.4 | 28.8% | 6.7% | 15.3%
